K1F lysis inhibition: protection from phage-mediated lysis, alamar blue read-out – E. coli UTI89, K1F phage, bacterial capsule biogenesis inhibitors (AID 488966) | E. coli UTI89 K1F phage lysis, alamar blue, 2 h; higher % means a stronger effect | inhibition, % at 100 µM, or IC50 in µM where a hit was titrated | actives 0.02% (n = 340,000);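 active = phage lysis inhibition, versus mean bacterial control, above a set limit; inconclusive = no clear call, values can overlap the other calls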;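 note: capsule biogenesis inhibitors block K1F phage lysis so surviving cells raise fluorescence; higher fluorescence means more inhibition of phage lysis; actives were called in the ten point dose series up to 300 µM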
SV40 large T antigen: SV40 large T antigen inhibitors, biochemical (AID 1903). SV40 large T antigen ATPase/helicase inhibition assay; higher % means a stronger effect. one-dose inhibition, % at 20 µM; IC50 in µM for titrated hits. actives 0.39% (n = 310,000); in the data active = a potency from the dose series; inconclusive = inhibition mostly from about 32% at the one dose, without a potency; inactive = the rest, 99 in 100 with inhibition below about 32%; note: strong numbers were not always called active
RSV antiviral HEp-2: RSV antiviral activity via CPE protection, HEp-2 cells, primary 10 µM value included (AID 2391). actives 0.13% (n = 310,000). HEp-2 cells, RSV-induced CPE inhibition; higher % means a stronger effect. CPE inhibition, % at 10 µM, or IC50 in µM where a hit was titrated; in the data active = a potency from the dose series; inconclusive = CPE inhibition mostly from about 23% at the one dose, without a potency; inactive = the rest, 99 in 100 with CPE inhibition below about 21%; note: strong numbers were not always called active
NTR1 agonist: NTR1-driven beta-arrestin-GFP spot formation – imaging, U2OS cells, high content, primary screen (AID 493036); P30989; actives 0.17% (n = 330,000); agonist mode; activation, % at 20 µM;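 active = activation at or above 40% of the spot to cytoplasm intensity ratio, with at least 20 cells analyzed; inconclusive = wells under 20 cells, flagged as cytotoxic or low count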;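 note: 0% = DMSO without peptide and 100% = 100 nM NTR1 peptide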
Target sequence (P30989 whole entry, looked up): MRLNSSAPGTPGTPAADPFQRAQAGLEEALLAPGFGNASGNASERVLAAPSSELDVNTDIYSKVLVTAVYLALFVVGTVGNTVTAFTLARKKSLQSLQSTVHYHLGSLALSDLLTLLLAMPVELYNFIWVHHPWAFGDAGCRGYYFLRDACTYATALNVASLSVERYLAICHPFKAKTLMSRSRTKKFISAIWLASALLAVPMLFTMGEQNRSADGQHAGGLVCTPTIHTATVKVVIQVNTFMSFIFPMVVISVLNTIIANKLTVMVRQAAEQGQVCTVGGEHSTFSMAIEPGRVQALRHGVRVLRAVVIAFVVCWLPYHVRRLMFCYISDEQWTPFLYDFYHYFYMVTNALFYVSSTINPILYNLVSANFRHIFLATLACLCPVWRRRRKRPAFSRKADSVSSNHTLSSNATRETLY
West Nile antiviral: West Nile virus antiviral activity, cell-based, CPE readout (AID 1621) | actives 0.02% (n = 290,000) | CPE inhibition, % at 10 µM; hits with a dose series show IC50 in µM | West Nile virus-infected cells, CPE inhibition; higher % means a stronger effect; in the data active = a potency from the dose series; inconclusive = CPE inhibition mostly from about 3.7% at the one dose, without a potency; inactive = the rest, 99 in 100 with CPE inhibition below about 2.2%; note: strong numbers were not always called active
Rac1 GTP hydrolysis: MgcRacGAP GTPase-activating activity inhibitors, confirmation, biochemical, ADP Hunter fluorescence. MgcRacGAP-stimulated Rac1 GTP hydrolysis, ADP Hunter fluorescence; higher % means a stronger effect; GST-tagged Rac1 F28L mutant substrate. inhibition, % at 30 µM, or IC50 in µM where a hit was titrated. actives 0.6% (n = 340,000);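 active = first-screen hits whose inhibition reached a set limit at any dose in the follow-up dose series; inconclusive = inhibition above the set first-screen limit but never retested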;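 note: fluorescence reports GDP produced by GAP-driven GTP hydrolysis; strong numbers were not always called active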
Dengue-2 NS5 capping: Dengue-2 NS5 methyltransferase inhibitors, primary screen, biochemical, confirmation dose response (AID 588689). Dengue-2 NS5 methyltransferase capping enzyme assay, biochemical; higher % means a stronger effect. actives 0.3% (n = 340,000). inhibition, % at 25 µM, or IC50 in µM where a hit was titrated; in the data active = a potency from the dose series; inconclusive = inhibition above about 29% without an active follow-up result
T cell modulator: T cell immune modulation candidate. actives 0.068% (n = 330,000). calls only at 7 µM. 2C CD8+ T cell-vesicle binding, flow cytometry; hits give low values;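 active = response, share of CD8 T cells binding vesicles, and their 90th percentile fluorescence all below set limits, cut at about 80% in these data, passing the limit was not always enough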
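System: murine 2C transgenic CD8+ T lymphocytes; also added: QL9-loaded Drosophila micro-vesicles; times: binding 1.5 h at 37 °C; measured by: flow cytometry, PE anti-B7-1 (FL2) versus Alexa647 anti-CD8 (FL8), PFA-fixed; control set: Peptide-free naked vesicles (low) and QL9 vesicles with 0.7% DMSO vehicle (high)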
Salmonella PhoP GFP: inhibitors of PhoP regulon expression, primary screen, Salmonella Typhimurium, GFP reporter (AID 1863) | S. Typhimurium PhoP-regulated promoter GFP reporter, 4 h; higher % means a stronger effect | inhibition, % at 50 µM, or IC50 in µM where a hit was titrated | actives 0.16% (n = 300,000);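 active = inhibition over 29.93%, a cutoff 3 SD above the screen mean, later confirmed by dose response; inconclusive = inhibition over 29.93% but no dose response follow-up; inactive = inhibition at most 29.93% or unconfirmed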;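 note: 0% = low Mg2+ inducing control and 100% = high Mg2+ repressing control; strong numbers were not always called active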
T cell modulator vesicle-bound %: second read-out of T cell modulator, no call of its own (marks repeat the call); double positive events, %; measured here: CD8+ vesicle-bound cell fraction;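 binding gate set so that unloaded-vesicle control wells show 10% double positive cells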
NTR1 agonist cell count 20 µM: also measured in NTR1 agonist; calls as there; cell count; measured here: cell count, cytotoxicity flag
Dengue-2 NS5 capping pilot replicate: further read-out of Dengue-2 NS5 capping, marked with its call; inhibition, %; measured here: pilot screen replicate inhibition
An asterisk follows results filed as active; i = inactive; u = inconclusive; x = not tested or not shown; [ ] = another dose, or the depositor's remark.

A first look:
SMILES	K1F lysis inhibition	SV40 large T antigen	RSV antiviral HEp-2	NTR1 agonist	NTR1 agonist cell count 20 µM	West Nile antiviral	Rac1 GTP hydrolysis	Dengue-2 NS5 capping	T cell modulator	T cell modulator vesicle-bound %	Salmonella PhoP GFP	others
O=C(Nc1ccc(S(=O)(=O)Nc2ncccn2)cc1)c1ccc(S(=O)(=O)N2CCCC2)cc1	-0.8%	-6%	0.8%	1.0	56	0.8%	-3%	-10%	i	43	-12%
COc1cc(/C=N/NC(=O)c2nnn(-c3nonc3N)c2C(C)C)ccc1O	0.1%	36%	1.5%	-0.8	51	0.3%	31µM*	-12%	i	14	-1%

All compounds of this part, from the first entry:
SMILES	K1F lysis inhibition	SV40 large T antigen	RSV antiviral HEp-2	NTR1 agonist	NTR1 agonist cell count 20 µM	West Nile antiviral	Rac1 GTP hydrolysis	Dengue-2 NS5 capping	T cell modulator	T cell modulator vesicle-bound %	Salmonella PhoP GFP	others
O=C(Nc1ccc(S(=O)(=O)Nc2ncccn2)cc1)c1ccc(S(=O)(=O)N2CCCC2)cc1	-0.8%	-6%	0.8%	1.0	56	0.8%	-3%	-10%	i	43	-12%
COc1cc(/C=N/NC(=O)c2nnn(-c3nonc3N)c2C(C)C)ccc1O	0.1%	36%	1.5%	-0.8	51	0.3%	31µM*	-12%	i	14	-1%
COc1ccccc1NC(=O)c1nnn(CC(=O)Nc2cccc(SC)c2)c1N	1.4%	7%	-1.7%	-1.1	95	0.1%	5%	-3%	i	23	25%
COCC(C)NC(=O)CSc1nc2ccccc2n1CCc1ccccc1 (centres undefined)	0.8%	0%	0.1%	-0.7	82	-0.2%	1%	-4%	i	43	-11%
COc1ccc(N2C(=O)CCC(C(=O)N3CCN(c4ccccn4)CC3)C2c2ccc(F)cc2)cc1 (centres undefined)	0.2%	8%	0.3%	4.5	63	0.1%	1%	6%	i	38	-5%
CCOC(=O)c1cc(C(=O)NN)c(=O)[nH]c1C	0.1%	7%	-1.1%	0.4	48	0.1%	6%	-10%	i	40	0%
CCCCC1=CC2=C(c3ccco3)C(=O)C(C)(OC(=O)c3ccc(OC)cc3)C(=O)C2=CN1CC(C)C (centres undefined)	-0.5%	30%	-1.6%	1.9	67	0.0%	6%	u	i	36	-6%
CS(=O)(=O)c1ccc(C(=O)OCC(=O)N2CCCc3ccccc32)cc1	1.1%[50 µM]	3%	-1.7%	0.2	70	x	10%	1%	i	56	-5%
Cc1ccc2nc(SCC(=O)Nc3nnc(SCC(N)=O)s3)[nH]c2c1	6.7%	5%	1.3%	2.4	49	0.7%	8%	1%	i	13	-4%
O=C(COc1ccc(-n2cnnn2)cc1)Nc1ccc(Br)cc1F	0.5%[50 µM]	x	x	-0.9	42	x	5%	1%	i	19	x
O=C(Nc1nnc(SCc2ccc(F)cc2)s1)c1ccco1	1.6%	3%	-0.3%	1.9	43	0.2%	12%	-1%	i	27	-16%
Cc1nc2ccccc2c(=O)n1NC(=O)c1cccnc1Cl	-0.2%	5%	0.1%	-0.2	95	1.1%	1%	-1%	i	36	-4%
Cn1nnnc1Sc1ncnc2scc(-c3ccc[nH]3)c12	-0.3%	x	-1.8%	1.1	57	x	23%	-20%	i	40	x
COc1ccc(Br)cc1CNc1ccccc1	0.6%	12%	-0.6%	0.9	48	0.6%	26%	x	i	49	10%
O=C(CCCC(=O)N(c1ccc2c(c1)OCCO2)C(C(=O)NC1CCCCC1)c1ccc(Cl)cc1)Nc1ccccn1 (centres undefined)	0.3%	2%	0.1%	0.5	53	-0.7%	3%	-1%	i	41	0%
c1csc(-c2cn3c(n2)SCC3)c1	-0.1%	9%	1.9%	0.7	36	0.8%	18%	-11%	i	34	-7%
Cc1cc(C)cc(N(CC(=O)NC2CCCC2)C(=O)CCC(=O)Nc2nc(C)cs2)c1	0.0%	9%	1.1%	-0.5	47	-0.3%	8%	-2%	i	36	8%
COC(=O)COc1nsnc1N1CCOCC1	-0.5%	11%	0.2%	-1.2	82	0.5%	3%	-7%	i	11	-8%	Dengue-2 NS5 capping pilot replicate=-3.0
CCOC(=O)C1CCN(C(=O)CCS(=O)(=O)c2ccc3c(c2)CCN3C(=O)CC)CC1	0.1%	12%	0.9%	0.3	97	0.1%	-2%	-6%	i	39	-3%
O=C(/C=C/c1ccccc1)N/C(=C/c1ccccc1)C(=O)N1CCOCC1	2.3%	3%	0.7%	-0.2	50	-0.8%	0%	-1%	i	11	42%
Cc1[nH]c2ccccc2c1C(=O)CN1C(=O)NC2(CCCCCC2)C1=O	0.5%[50 µM]	x	3.3%	-1.5	89	x	4%	-9%	i	28	x
Cc1cccc(-c2noc(-c3cc4ccccc4oc3=O)n2)c1	2.2%	0%	2.9%	3.4	38	0.1%	-3%	-6%	i	56	14%
Cc1c(C)c2cc(Cl)c(O)c(CN3CCCC(C)C3)c2oc1=O (centres undefined)	-0.4%	6%	3.2%	1.7	56	-0.6%	0%	23%	i	33	0%	Dengue-2 NS5 capping pilot replicate=-0.3
Cc1occc1C(=O)NCCc1cccc(Cl)c1	0.5%	25%	1.0%	-1.6	72	0.0%	-1%	2%	i	40	-2%
CC1CCCN(c2ccc([N+](=O)[O-])cc2C(=O)c2ccccc2)C1 (centres undefined)	-0.1%	13%	2.1%	1.8	78	-1.3%	9%	-6%	i	61	1%
O=C(Nc1cccc(S(=O)(=O)NC2=NCCC2)c1)c1ccccc1F	0.6%[50 µM]	x	x	1.5	44	x	6%	1%	i	30	x
COc1ccc2c(c1)CCc1c-2n[nH]c1C(=O)NCCC(C)C	0.3%	4%	22%	2.5	98	-1.7%	6%	1%	i	55	5%
COCc1ccc(C(=O)OC(C)C(=O)Nc2c(C)n(C)n(-c3ccccc3)c2=O)cc1 (centres undefined)	0.6%	x	0.1%	-1.2	81	x	3%	-5%	i	31	x
CCCCn1nc2cc(C(=O)NCc3ccc(OC)cc3)ccc2c1OCC	-0.4%	7%	2.2%	7.0	82	-0.4%	8%	1%	i	8	-6%
COCCCNC(=O)c1cc(OC)c(OC)c(OC)c1	0.0%[50 µM]	5%	1.8%	1.8	61	0.3%	6%	-1%	i	40	-10%
CC(C)CCNC(=O)c1cc(S(=O)(=O)N2CCc3ccccc32)cn1C	4.3%	8%	0.5%	13	53	-0.6%	2%	-1%	i	14	x
COc1ccccc1CN(C)C(=O)c1ccc(S(=O)(=O)NCc2ccco2)cc1	0.4%[50 µM]	x	1.0%	-3.7	56	x	-1%	-1%	i	46	x
COc1ccc([N+](=O)[O-])cc1NC(=O)C(C)OC(=O)c1cccnc1 (centres undefined)	0.1%	3%	1.1%	0.2	81	0.5%	12%	-5%	i	43	6%
O=C(N/N=C/c1ccncc1)c1cc2ccccc2cc1O	-0.3%	8%	6.2%	1.5	63	1.0%	u	-3%	i	64	0%
COc1ccc(N2C(=O)C(C)(C)C2c2c(O)ccc3ccccc23)cc1 (centres undefined)	0.0%	3%	0.7%	3.9	111	29%	10%	-3%	i	44	7%
CCOc1ccc(/C=N/n2nnnc2N)cc1O	1.0%	9.6µM*	-0.2%	-1.5	49	-0.6%	u	3%	i	18	-7%
COc1ccc(-c2nc3ccccc3c(=O)n2NC(=O)Cc2ccccc2)cc1	0.8%[50 µM]	16%	1.7%	1.3	64	0.5%	2%	-1%	i	41	3%
O=c1oc2ccccc2c2c1C(O)CO2 (centres undefined)	0.4%	19%	1.5%	-1.0	102	-0.7%	5%	-7%	i	50	x
COc1ccc(NC(=O)NNc2cc(N3CCOCC3)nc(N3CCOCC3)n2)cc1	-0.5%	9%	0.1%	1.3	33	-0.1%	5%	0%	i	42	-2%
O=c1[nH]cc(N=Cc2cc([N+](=O)[O-])ccc2O)c(=O)[nH]1	x	5%	1.6%	1.3	63	0.3%	x	x	i	46	17%
COc1ccc(C2C(C#N)=C(N)SC(N)=C2C#N)cc1OC	-0.1%	22%	3.7%	-3.5	79	0.0%	13%	u	i	15	-9%
Cc1ccc(CN2C(=O)S/C(=C\c3ccccc3OCC(=O)O)C2=O)cc1	-0.4%	x	3.3%	-0.3	40	1.9%	10%	9%	i	31	x
CN(C(=O)C1CCCO1)c1nnc(-c2ccccn2)s1 (centres undefined)	1.4%	9%	-0.3%	2.3	42	0.3%	7%	1%	i	40	-4%
Cc1ccccc1NC(=O)COC(=O)c1cc(=O)c2ccccc2o1	x	6%	0.2%	-1.8	82	0.6%	x	x	i	55	-15%
CC(=O)Nc1ccc(S(=O)(=O)NCC2CCC(C(=O)N3CC(C)CC(C)C3)CC2)cc1 (centres undefined)	0.2%	8%	2.0%	0.2	60	-0.5%	9%	-12%	i	52	2%
O=C(COC(=O)c1ncc(Cl)c(Cl)c1Cl)c1ccc(Cl)s1	2.2%[50 µM]	-1%	2.1%	-2.6	58	-0.3%	10%	3%	i	63	-9%
CC(=O)N1CCc2cc(S(=O)(=O)NC(C(=O)Nc3ccc4c(c3)OCCO4)C(C)C)ccc21 (centres undefined)	2.1%	3%	0.2%	3.2	67	-0.3%	8%	1%	i	39	-8%
COc1ccc(OC)c(/C=N/NC(=O)c2cc(-c3ccc(C)o3)nc3ccccc23)c1	0.0%	1%	1.8%	-0.2	33	1.7%	10%	-3%	i	43	-5%
CC(C)(C)n1nnnc1C(c1cccnc1)N1CCN(c2ccccn2)CC1 (centres undefined)	0.2%	2%	0.4%	0.4	51	0.2%	-2%	5%	i	34	-1%
CCc1ccc(C(=O)COC(=O)c2cccnc2Cl)cc1	0.8%	15%	-0.5%	1.7	95	1.1%	6%	x	i	60	-5%
COCCCN1C(=O)c2ccc(C(=O)O)cc2C1=O	2.5%	-1%	-0.1%	3.1	54	0.0%	4%	-2%	i	38	-13%
CCC(C)c1ccc(S(=O)(=O)N2CCN(S(=O)(=O)c3ccc(NC(C)=O)cc3)CC2)cc1 (centres undefined)	1.5%	3%	2.1%	0.3	44	-0.3%	5%	-2%	i	8	-1%
O=C(Cc1ccccc1[N+](=O)[O-])N1CCN(c2ccc(F)cc2)CC1	0.8%	17%	2.6%	1.2	38	0.2%	5%	5%	i	48	-6%
CC(C)Nc1oc(Cc2cccc3ccccc23)nc1C#N	-0.1%	10%	5.4%	2.4	54	-0.8%	8%	1%	x	x	-4%
